# CHRM4 agonist – agonists of human muscarinic M4 receptor (CHRM4). actives 0.14% (n = 360,000). CHO-K1 hM4/Gqi5, Fluo-8 calcium fluorescence; vehicle 0%, full acetylcholine response 100%. activation, % at 3 µM. P08173;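 active = activation above the run mean over all test wells plus 3 SD, cut at about 32% in these data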;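 note: peak over basal fluorescence ratio per well then scaled between controls; 0% = DMSO wells and 100% = acetylcholine at EC100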
# Target sequence (P08173 whole entry, looked up): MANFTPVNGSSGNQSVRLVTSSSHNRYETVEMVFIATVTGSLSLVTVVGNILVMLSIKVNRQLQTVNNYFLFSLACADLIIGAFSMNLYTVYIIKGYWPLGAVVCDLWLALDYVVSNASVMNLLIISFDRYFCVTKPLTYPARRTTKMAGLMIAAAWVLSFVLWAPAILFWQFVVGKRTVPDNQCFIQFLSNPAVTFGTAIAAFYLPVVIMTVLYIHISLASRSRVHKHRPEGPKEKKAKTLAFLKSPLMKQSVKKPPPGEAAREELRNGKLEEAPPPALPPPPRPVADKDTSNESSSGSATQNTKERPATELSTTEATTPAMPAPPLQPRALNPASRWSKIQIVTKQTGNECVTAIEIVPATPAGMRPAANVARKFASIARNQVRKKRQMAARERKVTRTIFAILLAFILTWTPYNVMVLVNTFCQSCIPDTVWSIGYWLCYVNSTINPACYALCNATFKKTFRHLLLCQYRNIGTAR
# CHRM4 PAM – positive allosteric modulators of human muscarinic M4 receptor; P08173; CHO-K1 hM4/Gqi5, Fluo-8 calcium fluorescence, ACh EC20; 0% = ACh EC20, 100% = maximal ACh; activation, % at 3 µM; actives 0.4% (n = 360,000);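 active = activation above its plate's cutoff, the mean activation of sample wells plus 3 SD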; note: some results filed as inactive read as strong as hits
# M1 antag – human CHRM1 antagonism; actives 1.3% (n = 360,000); CHO-K1 hM1, Fluo-8 calcium fluorescence, ACh EC80 antagonist; P11229; inhibition, % at 3 µM;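 active = percent inhibition above its own plate's cutoff, namely the mean of that plate's compound wells plus 3 SD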;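 note: peak over basal fluorescence ratio during 140 s after agonist addition; 0% = ACh EC80 plus DMSO and 100% = DMSO alone without agonist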
# Target sequence (P11229 whole entry, looked up): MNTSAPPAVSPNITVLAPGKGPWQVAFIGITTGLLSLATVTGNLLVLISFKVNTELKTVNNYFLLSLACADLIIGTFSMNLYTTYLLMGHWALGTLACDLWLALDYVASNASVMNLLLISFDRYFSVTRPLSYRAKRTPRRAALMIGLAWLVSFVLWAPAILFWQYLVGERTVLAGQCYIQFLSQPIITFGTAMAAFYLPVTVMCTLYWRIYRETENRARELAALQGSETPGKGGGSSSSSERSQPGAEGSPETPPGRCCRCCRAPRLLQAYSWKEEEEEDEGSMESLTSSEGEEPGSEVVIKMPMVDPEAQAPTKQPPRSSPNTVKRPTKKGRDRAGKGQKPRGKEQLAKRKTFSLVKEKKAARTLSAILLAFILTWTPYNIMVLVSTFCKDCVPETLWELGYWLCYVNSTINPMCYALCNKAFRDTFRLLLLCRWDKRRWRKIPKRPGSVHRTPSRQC
# CHRM5 PAM – potentiates acetylcholine response at human M5 receptor. P08912. CHO-K1 hM5, Fluo-8 calcium, ACh EC20 PAM; 0% = ACh EC20, 100% = ACh EC100. activation, % at 3 µM. actives 0.3% (n = 360,000);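 active = activation above the run cutoff, the mean activation of all test compounds plus 3 SD, cut at about 18% in these data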
#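 Assay system – human M5 receptor in CHO-K1 cells · Read-out – % activation, ACh-normalized · Technique – Fluo-8 calcium fluorescence · Dosing – single-point, 3 µM nominal · Incubation – Fluo-8 loading 80 min at 37 °C plus 30 min room temperature · Repeats – singlicate, one well per test compound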
# CHRM4 antagonist – CHRM4 antagonism in calcium assay | P08173 | CHO-hM4 cells, ACh EC80, Fluo-8 calcium fluorescence | inhibition, % at 3 µM | actives 0.73% (n = 360,000) | AID 624125;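 active = inhibition above its plate's cutoff, the mean inhibition of sample wells plus 3 SD, cut at about 27% in these data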;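 note: 0% = acetylcholine EC80 with DMSO and 100% = DMSO without agonist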
# M5 ag – agonists of human muscarinic M5 receptor (CHRM5) | CHO-K1 hM5 cells, Fluo-8 calcium fluorescence; 0% DMSO wells, 100% maximal acetylcholine response | activation, % at 3 µM | actives 0.19% (n = 360,000) | AID 624037;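 active = activation above the run's mean over test compounds plus 3 SD, cut at about 23% in these data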;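 note: signal is peak over basal fluorescence ratio across the kinetic read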
# M5 antag – blocks acetylcholine activation of human M5 receptor. inhibition, % at 3 µM. actives 0.59% (n = 360,000). AID 624040. CHO-hM5 cells, Fluo-8 calcium fluorescence, ACh EC80;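 active = inhibition above a per-plate cutoff, the mean of that plate's test compounds plus 3 SD, cut at about 27% in these data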;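 note: 0% = acetylcholine EC80 with DMSO and 100% = DMSO without agonist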
# CHRM1 PAM – positive allosteric modulators of human M1 muscarinic receptor; actives 0.088% (n = 360,000); activation, % at 3 µM; CHO-K1 hM1, Fluo-8 calcium fluorescence, ACh EC20; 0% = ACh EC20, 100% = maximal ACh; P11229; AID 588819; in the data active = activation above about 19%, passing the limit was not always enough
# CRFBP-R2 agonist – agonists of human CRF-binding protein/CRF-R2 receptor complex | AID 588473 | actives 0.46% (n = 350,000) | HEK293 CRF-R2/CRF-BP, calcium dye fluorescence (FLIPR); percent of saturating CRF peptide response | activation, % at 13.2 µM;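 active = activation of at least 50%, plus an integration ratio under a set limit after plate pattern correction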;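 note: plate controls were neutral control wells without compound for no effect and CRF at EC100 for full effect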
# An asterisk follows results filed as active; x = not tested or not shown.
nr	canonical_smiles	CHRM4 agonist	CHRM4 PAM	M1 antag	CHRM5 PAM	CHRM4 antagonist	M5 ag	M5 antag	CHRM1 PAM	CRFBP-R2 agonist
1	CSc1ccc(S(=O)(=O)N2CCN(Cc3ccc4c(c3)OCO4)CC2)cc1	0	-6	-1	-24	-5	-6	10	-11	0.6
2	CC(CC1C(C#N)=C(N)SC(N)=C1C#N)c1ccccc1 (stereo not given)	12	-8	9	-9	-3	10	7	-6	44
3	COCCn1c(-c2ccc(OC)cc2)cnc1N	1	2	9	0	7	-1	-4	-1	-1.9
4	CC(C)(C)NC(=O)c1sccc1C(=O)O	0	5	-20	0	5	2	-4	11	-1.8
5	COc1ccc(CSCCN)cc1Cl	4	10	-6	4	-13	-2	-12	6	-1.1
6	CC(C)NC(=S)N/N=C1\CCCCC1C1CCCCC1 (stereo not given)	-1	7	-3	3	-6	-7	-9	0	-0.2
7	CC(CO)NS(=O)(=O)c1cc(Cl)ccc1F (stereo not given)	0	1	-8	3	1	1	0	3	-1.1
8	Cc1ccc(NC(=O)c2cccc(NC(=O)CCC(=O)O)c2)cc1C	0	-2	-6	-1	0	-2	3	7	0.9
9	COc1ccccc1N1CCN(S(=O)(=O)c2ccc3c(c2)CC(C)N3C(C)=O)CC1 (stereo not given)	4	-6	-6	-9	2	-2	-1	1	0.4
10	CCN(CC)CCNC(=O)c1ccc(NS(=O)(=O)c2ccc3c(c2)OCCO3)cc1	1	-2	-2	0	0	-9	6	3	0.4
11	COc1ccc(Cl)cc1NC(=O)CCS(=O)(=O)c1ccc(Br)cc1	2	-2	-6	1	5	-3	8	3	-4.8
12	COc1ccc(/C=N/Nc2nc(N3CCCC3)nc(N3CCCC3)n2)cc1	4	3	-11	-8	10	-3	4	10	-0.1
13	COc1ccc(-c2nn(-c3ccccc3)cc2/C=C(\C#N)C(N)=O)cc1[N+](=O)[O-]	1	0	-15	9	-3	3	-3	15	2.5
14	O=C(OCCOc1cccc(Cl)c1)C1CCN(S(=O)(=O)c2ccccc2)CC1	11	-8	5	-5	-14	-2	7	-5	4.3
15	COc1ccc(NC(=O)/C(C#N)=C\c2ccc(N3CCOCC3)o2)cc1	37*	-22	31*	-23	14	120*	39*	-36	223*
16	CC(C)(C)c1ccc(/C=C(\C#N)C(=O)NCCN2CCOCC2)cc1	0	0	7	4	-5	-4	10	2	5.5
17	NC(=O)C1CCN(C(=O)C2CC(=O)N(Cc3ccccc3)C2)CC1 (stereo not given)	1	7	-5	2	-15	5	-7	5	0.8
18	Cc1ccc2c(c1)N(CC(=O)NCCCN1CCCC1)C(=O)CO2	1	6	-16	-2	-11	-6	-1	7	-0.2
19	CCNC(=O)c1cc2c(c(-c3cccc(-c4cccc(C(=O)N(C)C)c4)c3)n1)[C@H](CCO)N(S(=O)C(C)(C)C)C2 (stereo not given in full)	1	3	-5	-4	-15	-1	-1	5	x
20	CC1(C)Cc2c(C#N)c(NC3CCCCC3)nc(-c3ccco3)c2CO1	3	7	-11	-1	-14	2	-5	13	x
21	Cc1ccc(C(=O)N2CCCC(N3CCN(c4cccc(C(F)(F)F)c4)CC3)C2)s1 (stereo not given)	1	6	-5	8	-1	-8	-15	-8	0.6
22	CC(=O)C[C@H]1c2cc(C(F)(F)F)ccc2S(=O)(=O)N1c1ccc(N(C)C)cc1	2	5	7	-1	5	1	6	-4	-1.9
23	Cc1nc(-c2ccc(S(=O)(=O)NCc3ccccn3)s2)cs1	4	-8	-7	1	0	-1	4	4	-1.8
24	CCCNC(=O)N1CCN(c2nc(C(C)C)c3c(c2C#N)CC(C)(C)OC3)CC1	0	10	-8	4	-17	-1	-4	7	-1.0
25	O=c1c2ccccc2sn1-c1ccc(Cl)cc1	7	-2	-9	5	-1	6	-5	5	25
26	COc1cc(C2NC(=O)NC(c3ccccc3)=C2C(C)=O)cc(Cl)c1OCC(=O)O (stereo not given)	1	11	-8	2	-8	-5	-4	13	-5.0
27	O=C(CN(c1ccccc1)S(=O)(=O)c1ccc(F)cc1)NCc1cccs1	2	-4	-10	-3	3	-2	-1	7	-0.6
28	COc1ccc(OC)c(C(=O)N(C)C2CCCN(Cc3ccccc3F)C2)c1 (stereo not given)	1	0	-7	0	-3	4	-4	3	-0.4
29	CSc1ncccc1C(=O)OCC(=O)N1CCCC1	0	-4	2	4	10	-2	2	2	1.7
30	O=C(CSc1nc2ccccc2s1)N/N=C/c1ccc(C(=O)O)cc1	1	1	-6	7	-2	-3	-4	-2	-0.7
31	COC(=O)C1CC2(C(=O)OC)CC(C(=O)OC)(CC(C(=O)OC)C2=O)C1=O (stereo not given)	0	1	-11	-4	2	-1	21	5	-2.7
32	O=C(c1ccco1)N1CCN(CCOc2ccc(F)cc2)CC1	2	8	1	0	-9	-2	7	4	3.9
33	CCOc1ccc(CCNC(=O)c2ccc(CS(=O)Cc3ccccc3Cl)o2)cc1 (stereo not given)	8	-8	7	-1	4	0	1	-5	-2.9
34	Cc1ccsc1/C=N/n1c(-c2ccccc2)n[nH]c1=S	-1	1	-2	-6	-3	-4	-2	6	-1.9
35	CCOC(=O)C(=O)c1c(-c2ccccc2)nc2ccccn12	1	-4	2	-1	3	1	6	3	-4.8
36	CC(Oc1ccccc1)C(=O)Nc1nc(-c2ccncc2)cs1 (stereo not given)	7	2	1	1	0	1	5	2	0.7
37	COc1cccc(S(=O)(=O)NCC(=O)Nc2ccc(C(C)(C)C)cc2)c1	1	-14	-1	-2	-1	-2	-2	7	-1.1
38	O=c1cc(C(F)(F)F)nc(SC/C=C/c2ccccc2)[nH]1	1	6	5	-3	2	3	-1	-3	-0.6
39	CC[C@@H]1C/C=C\Cc2ccccc2[C@H](C(=O)C[C@H](O)CC(C)=O)OC1=O	1	-2	-14	-1	-1	0	4	10	-1.6
40	CCCCC1Cc2[nH]c(=S)[nH]c(=O)c2C(C(C)C)O1 (stereo not given)	-1	15	x	5	-7	2	-4	x	x
41	CCOc1ccc(S(=O)(=O)c2c[nH]c3ccc(C)cc3c2=O)cc1	0	1	-1	-4	-9	-3	10	7	-1.9
42	Fc1ccc(N2CCN(Cc3nnc(-c4ccccc4)o3)CC2)cc1	2	-3	-8	-9	-2	-2	9	8	-1.9
43	O=C(NC(c1ccccc1)c1ccc2ccccc2n1)C1CCN(Cc2cccc(C(F)(F)F)c2)CC1 (stereo not given)	-2	-2	-1	-6	-6	-3	1	-8	x
44	CCN(CC)CCNc1cc(C)c(C#N)c2nc3ccccc3n12	0	2	-4	-1	-4	1	-6	6	23
45	COC(=O)[C@]1(Cc2ccccc2)N[C@H](c2ccc(-c3cccc(Cl)c3)cc2)[C@@H]2C(=O)N(C)C(=O)[C@@H]21	2	8	-1	0	-5	5	8	17	3.4
46	Cn1cccc1Cc1nnc(SCC(=O)N2CCCc3ccccc32)n1-c1ccc(F)cc1	1	-4	-11	1	-4	0	-3	8	0.3
47	Cc1ccc(-n2c(-c3ccccc3)c[n+]3c2CCC3)cc1	0	-6	-7	-1	-1	-4	9	1	-0.2
48	CCOc1ccc(S(=O)(=O)N(CC(=O)NCc2ccncc2)c2ccc(C)cc2)cc1	7	-5	-16	-9	-6	-5	20	5	-0.8
49	Cc1noc(NS(=O)(=O)c2ccc(NC(=O)c3cnc4n(c3=O)CCS4)cc2)c1C	-1	6	-9	-2	12	-4	4	5	0.8
50	CCn1c(C(C)NC(=O)c2cccs2)nc2ccccc21 (stereo not given)	0	0	-13	-1	0	2	-1	11	1.9
51	COc1ccc(OC)c(N(C(=O)c2snc(C(N)=O)c2N)C(C(=O)NCc2ccccc2)c2ccc(O)cc2)c1 (stereo not given)	2	4	-9	0	-14	-3	8	15	1.7
52	COc1ccc(NCc2ccc([N+](=O)[O-])s2)cc1	1	10	-10	4	6	0	-4	11	-0.6
53	CCNC(=O)NC(=O)COC(=O)CCCSc1nc2ccccc2[nH]1	1	-1	-21	4	-4	0	-2	4	-1.5
54	CCC(Sc1nc2ccc(C)cc2[nH]1)C(=O)O (stereo not given)	0	6	-6	-5	-12	-1	9	10	0.1
55	CC(=O)c1cc2c(cc1NC(=O)c1cc3nc(C(C)C)cc(C(F)(F)F)n3n1)OCO2	0	0	-7	-5	-11	0	-2	7	2.5
56	CCN(C(=O)COC(=O)c1c(NC(C)=O)sc(C)c1C)c1c(N)n(Cc2ccccc2)c(=O)[nH]c1=O	1	5	5	-2	-7	3	-2	4	0.8
57	O=c1[nH]c2cc3c(cc2cc1CN(CCc1ccccc1)Cc1nnnn1CC1CCCO1)OCO3 (stereo not given)	1	-5	8	11	-5	1	-7	-4	3.4
58	c1ccc(-c2noc(CSc3nc4ccccc4o3)n2)cc1	-1	3	-3	-7	-22	-2	8	1	4.0
59	O=[N+]([O-])c1ccccc1/C=C/CN1CCCCC1	2	-18	45*	-4	16	-11	-17	-21	0.4
60	CCN1CCN(c2ccc(S(=O)(=O)N3CCCCC3)cc2NC(=O)c2cccc(NC(C)=O)c2)CC1	1	-2	2	4	-7	1	-3	-1	0.4

# Record cards, from the list above. Order of screens: CHRM4 agonist, CHRM4 PAM, M1 antag, CHRM5 PAM, CHRM4 antagonist, M5 ag, M5 antag, CHRM1 PAM, CRFBP-R2 agonist
# `CCOc1ccc(CCNC(=O)c2ccc(CS(=O)Cc3ccccc3Cl)o2)cc1` (stereo not given) reads 8, -8, 7, -1, 4, 0, 1, -5, -2.9
# `Cc1ccc(-n2c(-c3ccccc3)c[n+]3c2CCC3)cc1` reads 0, -6, -7, -1, -1, -4, 9, 1, -0.2
# `COc1ccc(/C=N/Nc2nc(N3CCCC3)nc(N3CCCC3)n2)cc1` reads 4, 3, -11, -8, 10, -3, 4, 10, -0.1

# (further entries)
nr	canonical_smiles	CHRM4 agonist	CHRM4 PAM	M1 antag	CHRM5 PAM	CHRM4 antagonist	M5 ag	M5 antag	CHRM1 PAM	CRFBP-R2 agonist
61	O=S(=O)(NC1CCCCC1)c1cccs1	0	1	0	4	11	-4	9	3	0.3
62	O=C(CSc1ncnc2c1nnn2Cc1ccccc1)NC1CCCC1	1	0	2	8	4	1	4	5	1.3
63	O=c1cc(CO)[nH]nc1CO	-1	-5	-6	3	1	-1	-2	0	2.1
64	COc1cc(CO)cc(Br)c1OCC(=O)Nc1cccc2ccccc12	4	11	-8	0	-3	0	1	6	-0.3
65	CCOc1cccc(C(=O)Nc2nc(-c3ccc(S(=O)(=O)N4CCOCC4)cc3)cs2)c1	11	-16	13	-12	6	-5	11	-12	1.6
66	CCOC(=O)c1c(C)[nH]c(C(=O)COc2ccc3c(c2)OCO3)c1C	11	-8	8	-12	-8	2	8	-4	2.4
67	Cc1ccc(C)c(NC(=O)c2ccc(S(=O)(=O)N(C)CC3CCCO3)cc2)c1 (stereo not given)	3	4	-11	-2	-2	-3	12	7	-0.7
68	Cc1ccc(C(=O)OCC(=O)Nc2ccc(Cl)cn2)s1	0	3	1	11	2	5	0	3	0.6
69	CCN(CC)CCn1c(=N)n(CC(=O)c2ccc(C)cc2)c2ccccc21	0	-2	-6	-3	-5	-9	5	-2	0.8
70	COc1ccc(NC(=O)C2=CCN(S(=O)(=O)c3ccccc3)CC2)cc1OC	1	-16	-10	6	-6	1	-9	6	-1.2
71	COC(=O)c1ccc(NC(=O)C(C)Oc2ccccc2)cc1 (stereo not given)	0	-4	-8	-13	3	-1	6	3	0.6
72	Cc1cc2ccccc2n2c(SCC(=O)NCc3cccs3)nnc12	2	0	4	-1	-14	2	-1	-8	0.9
